Screening results (PubChem)
GSK3beta inhib – human GSK3beta kinase inhibitors, primary screen, biochemical, cell-free homogeneous, HTS. hit rate 0.038% among 300,000. GST-GSK3beta kinase, ADP-Glo luminescence, 60 min; hits give low values. activity score (negative = inhibition), % at 10 µM. Glycogen synthase kinase-3 beta (Homo sapiens), P49841;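 active means more than half of replicate wells score below -50%, meaning over 50% inhibition versus plate controls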;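 further: 0% = median DMSO wells and -100% = median GW8510 positive control wells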
Target sequence (P49841 whole entry, looked up): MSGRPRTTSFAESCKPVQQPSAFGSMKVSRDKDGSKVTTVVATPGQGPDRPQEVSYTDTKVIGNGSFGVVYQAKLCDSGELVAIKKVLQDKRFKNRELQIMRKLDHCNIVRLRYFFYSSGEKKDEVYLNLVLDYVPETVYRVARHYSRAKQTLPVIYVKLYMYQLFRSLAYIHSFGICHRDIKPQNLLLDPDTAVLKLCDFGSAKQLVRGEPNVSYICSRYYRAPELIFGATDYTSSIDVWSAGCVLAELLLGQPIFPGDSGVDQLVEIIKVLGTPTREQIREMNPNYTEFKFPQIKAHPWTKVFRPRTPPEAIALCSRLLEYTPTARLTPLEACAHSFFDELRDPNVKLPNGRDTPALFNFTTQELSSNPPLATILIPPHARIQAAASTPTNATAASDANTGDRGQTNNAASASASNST
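test system = GST-tagged human GSK3beta kinase, cell-free | reagent = 25 µM ATP with peptide substrate | dosing = one dose of 10 µM per compound | schedule = 60 min reaction, RT | detection = luminescent ADP-Glo measurement of ADP formed | control set = DMSO neutral wells and GW8510 at 20 µM as positive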
HSF1 inh – HSF1 inhibitors in luciferase reporter cells, primary screen, cell-based, NIH3T3, luminescence. NIH3T3-HGL HSE-luciferase, MG132-induced, luminescence 8 h; hits give low values. activity change, negative = inhibition, % at 7.5 µM (by protocol). hit rate 0.77% among 300,000. AID 2098, 2009;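 active means more than half of replicate wells show activity change below -50%, luminescence cut by over half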;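 further: luciferase reports HSF-1 transcriptional activity via heat shock element; 0% = median of DMSO wells and -100% = zero luminescence signal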
DYRK1A inh – rat Dyrk1A kinase inhibitors, primary screen, biochemical, single point, plate reader. Dual specificity tyrosine-phosphorylation-regulated kinase 1A (Rattus norvegicus), Q63470. ADP-Glo luminescence, NFATc1 peptide. inhibition, % at 12.5 µM. hit rate 0.43% among 310,000; in the data active means inhibition above about 50%;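 further: plate controls were vehicle with enzyme for no effect and no enzyme for full effect; many of its hits are not listed in these tables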
KLF5 inh – KLF5 expression inhibitors, primary screen, DLD-1 cells, luminescence; inhibition, % at 5 µM; AID 1700, 2009; hit rate 0.23% among 290,000; DLD-1 KLF5 promoter-luciferase reporter;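 active means inhibition above a per-plate limit of that plate's mean compound inhibition plus 3 SD, cut at about 60% in these data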;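 further: 0% = DMSO wells and 100% = LY294002 at 200 µM; higher means less KLF5 promoter-driven luciferase light; inactives centre near -14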
aSyn UTR inh – MLPCN primary screen, SNCA 5' untranslated region. alpha-synuclein 5'UTR reporter, inhibitor activity. inhibition, % (tested at 7.5 µM). AID 1813, 2009. hit rate 0.82% among 300,000; in the data active means inhibition above about 60%;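 further: H4 neuroglioblastoma cells stably carrying SNCA 5'UTR luciferase fusion; 0% = DMSO wells and 100% = positive control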
Platelet DG rel – inhibitors of platelet dense granule secretion, primary screen, cell-based, MLPCN, human platelets; human platelet-rich plasma, SFLLRN dense granule ATP release, luminescence; inhibition, %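 (compounds screened at 7.5 µM in platelet-rich plasma)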; hit rate 0.22% among 300,000; AID 1663, 2009;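 active means mean replicate score, as percent of positive control, at or above 50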
GSK3 alpha inh – blockers of GSK3A enzyme activity – biochemical, luminescence, cell-free homogeneous, HTS, primary screen; Glycogen synthase kinase-3 alpha (Homo sapiens), P49840; GSK-3 alpha kinase, ADP-Glo luminescence, 60 min; inhibition, % at 10 µM; hit rate 0.1% among 320,000;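 in the data active means inhibition above about 50%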;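 further: GST-tagged GSK-3 alpha with peptide substrate and 25 µM ATP; 0% = DMSO neutral wells and 100% = GW8510 positive control wells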
Target sequence (P49840 whole entry, looked up): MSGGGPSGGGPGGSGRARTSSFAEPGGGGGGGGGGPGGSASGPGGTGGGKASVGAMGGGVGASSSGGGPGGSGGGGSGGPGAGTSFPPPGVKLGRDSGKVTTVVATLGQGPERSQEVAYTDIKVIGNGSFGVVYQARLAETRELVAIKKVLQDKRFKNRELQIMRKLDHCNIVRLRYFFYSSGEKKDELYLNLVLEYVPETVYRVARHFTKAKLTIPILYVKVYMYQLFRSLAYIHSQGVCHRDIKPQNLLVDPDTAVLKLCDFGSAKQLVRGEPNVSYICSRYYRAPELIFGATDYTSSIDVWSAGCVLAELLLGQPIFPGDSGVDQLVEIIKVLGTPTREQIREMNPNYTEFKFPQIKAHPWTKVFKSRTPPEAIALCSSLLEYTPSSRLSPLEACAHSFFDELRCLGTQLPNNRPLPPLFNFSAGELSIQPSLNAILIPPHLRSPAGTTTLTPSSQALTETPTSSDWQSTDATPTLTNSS
IEC-6 tox – cytotoxicity in IEC-6 intestinal epithelial cells, primary screen, cytotoxicity control for KLF5 inhibitor project, cell-based, luminescence; IEC-6 cytotoxicity, luminescence viability; inhibition, % at 5 µM; hit rate 0.78% among 290,000; in the data active means inhibition above about 22%;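 further: 0% = plate median of test compound wells and 100% = cytotoxic reference compound wells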
HSF-1 act – HSF-1 activators, primary screen, NIH3T3-HGL cells, MG132 stress, luminescence, single point; NIH3T3-HGL HSF-1 luciferase reporter, 8 h; 100% = twice DMSO control signal; hit rate 1.7% among 300,000; AID 504408, 2011; activation, % at 9 µM;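 active means mean replicate activation of at least 50% with a set share of replicates each reaching 50%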;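 further: 0% = median of the neutral control wells and 100% = twice that signal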
HSP90 refold inh – HSP90 inhibitors, primary screen, cell lysate, luminescence. Heat shock protein HSP 90 (rabbit reticulocyte lysate; luciferase refolding). Rabbit reticulocyte lysate, luciferase refolding luminescence, 3 h. inhibition, % at 5.6 µM. hit rate 0.91% among 290,000. AID 1789, 2009;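 active means inhibition above the screen-wide mean plus 3 SD, computed separately per campaign, cut at about 16% in these data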;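 further: 0% = DMSO wells and 100% = 60 µM geldanamycin wells; inhibitors lower the luminescence because luciferase stays unfolded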
* = called active by the depositor; . = not tested or not shown. The list is partial; rates above refer to the full screens.

Start of the listing, in advance, 5 compounds:
SMILES	GSK3beta inhib	HSF1 inh	DYRK1A inh	KLF5 inh	aSyn UTR inh	Platelet DG rel	GSK3 alpha inh	IEC-6 tox	HSF-1 act	HSP90 refold inh
Cc1ccc(NC2CCCN(C(=O)CCc3scnc3C)C2)cc1C (centres undefined)	-4	9	-2	-20	-4	-2	0	3	35	6
COc1ccc(-n2c(O)cnc2Nc2nc(C)cc(C)n2)cc1OC	5	0	-8	-14	0	1	-3	-3	8	1
CCN(CC)CCNC(=O)c1c(O)c2c([nH]c1=O)CCCC2	-3	4	-5	-20	-41	7	-6	3	-3	-1
CC(COc1ccccc1Cc1ccccc1)N1CCCCC1 (centres undefined)	1	12	.	.	-32	-3	6	.	7	.
CSc1ccccc1-c1n[nH]c(=S)o1	5	-1	-4	-24	-4	0	.	1	-4	0

The list itself, previewed entries included:
SMILES	GSK3beta inhib	HSF1 inh	DYRK1A inh	KLF5 inh	aSyn UTR inh	Platelet DG rel	GSK3 alpha inh	IEC-6 tox	HSF-1 act	HSP90 refold inh
Cc1ccc(NC2CCCN(C(=O)CCc3scnc3C)C2)cc1C (centres undefined)	-4	9	-2	-20	-4	-2	0	3	35	6
COc1ccc(-n2c(O)cnc2Nc2nc(C)cc(C)n2)cc1OC	5	0	-8	-14	0	1	-3	-3	8	1
CCN(CC)CCNC(=O)c1c(O)c2c([nH]c1=O)CCCC2	-3	4	-5	-20	-41	7	-6	3	-3	-1
CC(COc1ccccc1Cc1ccccc1)N1CCCCC1 (centres undefined)	1	12	.	.	-32	-3	6	.	7	.
CSc1ccccc1-c1n[nH]c(=S)o1	5	-1	-4	-24	-4	0	.	1	-4	0
O=C(c1cccs1)N(Cc1ccccn1)Cc1ccco1	-3	-2	-6	-10	0	9	-3	-1	7	0
COc1cccc(C(=O)N2CCN(Cc3cc(Br)ccc3OC)CC2)c1	.	.	-5	-29	.	.	0	5	.	-3
CC1CC(C)(C)CC2(C1)NC(=O)N(CC(=O)NCc1ccccc1F)C2=O (centres undefined)	2	4	-4	.	-5	-4	-7	.	-5	.
C/C(=N/NC(=O)c1nnn(-c2nonc2N)c1COc1ccccc1)c1ccccc1Cl	2	2	-1	-23	6	5	-5	-6	-2	4
Cc1oc2cc3oc(=O)cc(C)c3cc2c1C	-3	2	2	-82	-88	5	-2	9	29	-4
Cc1ccc(NC(=O)N(C)c2ccccc2)cc1	0	0	-2	-86	-59	3	-4	-5	5	-2
Cc1cc(S(=O)(=O)Nc2ccc(N(C)C)cc2)c(C)s1	2	-12	-11	-6	-3	1	3	1	2	2
COc1cc(-c2nc3n(n2)C(c2ccc(F)cc2)C2=C(CCCC2=O)N3)cc(OC)c1OC (centres undefined)	5	2	8	-43	-1	-1	2	12	0	1
CCOC(=O)C(C)Oc1cccc2c(=O)n(CC(=O)Nc3cccc(OC)c3)ccc12 (centres undefined)	-3	4	-2	-35	-16	-12	-3	0	13	-1
CC(C)C(C(=O)Nc1ncn[nH]1)N1C(=O)c2ccccc2C1=O (centres undefined)	-5	-8	-4	-11	-3	-4	-4	2	-16	-1
Cc1c(NC(=O)C2(c3ccccc3)CCCC2)c(=O)n(-c2ccccc2)n1C	3	-26	3	-1	-1	6	-1	0	-41	0
O=C(NC(=S)N1CCN(c2ccccn2)CC1)c1ccccc1	1	-2	-1	7	-4	5	-2	-2	-7	1
COc1cc(/C=N/Nc2snc(SC)c2C#N)cc(OC)c1OC	-5	9	1	-6	9	-21	-1	26*	5	1
Cc1c(Cl)cccc1NC(=O)CCN1CCN(CCO)CC1	1	1	-1	-15	-10	5	5	-2	32	3
COc1cc(C2C(C#N)=C(N)Oc3c2ccc2ccccc32)ccc1OCC(=O)Nc1ccc(C)cc1 (centres undefined)	-1	2	-2	-10	22	7	-2	2	3	-11
O=C(N/C(=C\c1cccc([N+](=O)[O-])c1)C(=O)N1CCOCC1)c1cccc(Br)c1	0	5	-3	1	9	-3	1	7	-10	5
C/C(=N/NS(=O)(=O)c1ccc(C)c(C)c1)c1ccncc1	3	-2	3	-11	1	-22	-1	2	1	-3
Cc1cc(NC(=O)CSc2nccn2-c2ccc([N+](=O)[O-])cc2)no1	1	2	.	-19	3	-5	0	-7	7	-11
COc1cc2oc3ccc(C#Cc4ccc(N)cc4)cc3c(=O)c2cc1OC	-2	4	5	.	-46	-3	-1	.	-6	.
O=C(NCc1ccc2c(c1)OCO2)c1ccc(CSCc2cccc(Cl)c2)o1	2	1	-3	1	30	18	1	3	-3	3
Cc1cc(NC(=O)c2ccc([N+](=O)[O-])cc2Cl)no1	-1	6	6	-113	-129	-2	-2	-8	16	1
C[C@H](NC(=O)C1CC(=O)N(c2ccc3c(c2)OCCO3)C1)C(=O)N1CCCCC1 (some centres undefined)	4	0	-4	-36	8	5	-4	4	2	-3
COc1cc(/C=N/Nc2snc(SC)c2C#N)ccc1O	0	46	6	20	-49	6	1	45*	75*	-2
CSc1ncccc1C(=O)N1CCN(S(=O)(=O)c2ccc(C)cc2)CC1	3	0	0	-19	15	3	-3	1	1	1
Cc1nnn(C23CC4CC(CC(C(=O)NN)(C4)C2)C3)n1	17	2	-9	0	0	-6	0	-6	8	2
COc1ccc(CCC(=O)NC2CCC(C)CC2)cc1 (centres undefined)	2	-16	0	-22	8	-1	-3	0	-20	-1
Cc1cc(C)n(-c2nc(C)nc(N)n2)n1	0	-6	-1	-6	3	-4	0	-4	-23	-5
CC(=O)c1ccc(N2CCN(S(=O)(=O)c3c(C)[nH]c(C)c3C(=O)N3CCCCC3)CC2)cc1	2	-4	2	-22	14	-1	1	-1	6	-2
CCN(CC(=O)Nc1ccccc1C(F)(F)F)C(=O)c1ccc(N2C(=O)CCC2=O)cc1	3	-2	0	-21	0	9	0	8	1	1
O=C(Nc1cccc(F)c1)c1ccc(-c2ccccc2Cl)o1	-3	25	-1	1	-173	6	1	4	39	3
O=C(CN1C(=O)c2cccnc2Oc2ccc(Cl)cc21)NC1CCCCCC1	0	7	4	-9	-8	-7	-1	-5	10	1
COc1ccc(OCC(=O)Nc2ccc(N3CCN(C(=O)c4ccccc4C)CC3)cc2)cc1	-1	10	-1	14	19	0	1	-4	20	-3
Cc1ccc(C)c(Nc2cc(C)nc3ncnn23)c1	1	2	-4	-4	21	2	2	6	-20	-1
Cc1nc2c(C(=O)N3CCN(c4ccccn4)CC3)cnn2c(C)c1Cc1cccc(Cl)c1	-2	3	1	-15	12	12	.	1	4	3
CCOC(=O)CSc1ncnc2c1nnn2-c1ccc(F)cc1	1	23	0	-19	8	0	4	-6	46	-5
Cc1cc(C)c(C(=O)NC2CCCc3c2cnn3-c2ccc(C)c(C)c2)c(=O)[nH]1 (centres undefined)	1	3	5	-15	-3	-5	0	-4	19	1
C/C(=N\NC(=O)c1cccc(Br)c1)c1ccc(Br)cc1	1	-12	-5	-40	-27	-3	0	3	-16	-6
NS(=O)(=O)c1ccc(N2CCCCCC2)c([N+](=O)[O-])c1	-1	-5	0	-29	16	5	-2	0	13	-1
Cc1c(Cl)cccc1NC(=S)NNc1ncc(C(F)(F)F)cc1Cl	-4	-1	3	-3	-10	-3	1	-3	19	6
Nc1ccccc1OCCOc1ccccc1N	-3	5	-8	-50	-43	3	-2	1	7	0
Cc1ccc(S(=O)(=O)N2CCN(C(=O)C(C)Cn3nc(C)c(C)c3C)CC2)cc1C (centres undefined)	.	2	1	-5	3	3	-1	3	-1	-4
CCc1cccc(CC)c1NC(=S)NC(C)c1ccccc1 (centres undefined)	2	.	-3	1	26	-4	1	4	.	2
Cc1nnsc1Sc1ccccn1	1	5	-3	4	-10	-4	-3	-1	-1	-1
Cc1noc(C)c1COC(=O)c1cccc(S(=O)(=O)N2c3ccccc3CC2C)c1 (centres undefined)	0	2	0	19	22	-1	-1	10	9	6
COc1ccc(NC(=O)Cc2c(F)cccc2Cl)cc1	1	7	0	-28	-51	4	1	3	14	0

The listing continues:
SMILES	GSK3beta inhib	HSF1 inh	DYRK1A inh	KLF5 inh	aSyn UTR inh	Platelet DG rel	GSK3 alpha inh	IEC-6 tox	HSF-1 act	HSP90 refold inh
CC(C)(C)CC(C)(C)NC(=O)Nc1cccc([N+](=O)[O-])c1	3	-8	12	-4	6	0	-3	9	-2	7
CCOc1ccc2nc(NS(=O)(=O)c3ccc4c(c3)n(C)c(=O)n4C)sc2c1	-1	3	-6	-31	10	4	-7	-3	32	7
COc1ccccc1NC(=O)CCCNC(=O)Cn1cnc2sc(C)c(C)c2c1=O	3	0	-7	-3	1	-2	-1	-10	11	3
CC(C)OCCCNC(=O)CN1CCN(Cc2ccc(Cl)cc2)C1=O	-1	3	2	-55	12	8	-2	-1	4	-5
CCN1CCC2(CC1)N=C(c1ccc(F)cc1)C(=S)N2	-3	2	-5	-33	20	2	3	-1	-4	2

An excerpt from above in order of the HSF-1 act value, lowest first.
smiles,HSF-1 act
CCN1CCC2(CC1)N=C(c1ccc(F)cc1)C(=S)N2,-4
COc1ccccc1NC(=O)CCCNC(=O)Cn1cnc2sc(C)c(C)c2c1=O,11
CCOc1ccc2nc(NS(=O)(=O)c3ccc4c(c3)n(C)c(=O)n4C)sc2c1,32
